# bIAP inhibitor: bovine intestinal alkaline phosphatase inhibitors, primary screen, selectivity assay for TNAP inhibitor project, biochemical, bovine IAP, CDP-star luminescence; alkaline phosphatase, intestinal [Bos taurus]; purified bovine IAP, 30 min; inhibition, % at 20 µM; 190,000 tested, under 10 active;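 active = over 50% inhibition of intestinal alkaline phosphatase at 20 µM in the single-dose screen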
#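 Incubation: 30 min reaction at room temperature / Material: purified bovine intestinal alkaline phosphatase (IAP) enzyme / Input: enzyme at 1/65,000,000 dilution / Dosing: 20 µM single dose / Signal: CDP-star luminescence signal / Reagent: CDP-star chemiluminescent phosphatase substrate, 30 µM final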
# PPARg SRC-3 ag: PPARgamma agonists recruiting SRC-3 coactivator, primary screen, biochemical; Peroxisome proliferator-activated receptor gamma (Homo sapiens), P37231; 0.26% of 200,000 active; activation, % at 8 µM; biochemical PPARgamma/SRC-3 coactivator recruitment assay; in the data active = activation above about 23%;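 note: 0% = DMSO and 100% = reference agonist; some compounds past the cut are filed as inactive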
# Target sequence (P37231 whole entry, looked up): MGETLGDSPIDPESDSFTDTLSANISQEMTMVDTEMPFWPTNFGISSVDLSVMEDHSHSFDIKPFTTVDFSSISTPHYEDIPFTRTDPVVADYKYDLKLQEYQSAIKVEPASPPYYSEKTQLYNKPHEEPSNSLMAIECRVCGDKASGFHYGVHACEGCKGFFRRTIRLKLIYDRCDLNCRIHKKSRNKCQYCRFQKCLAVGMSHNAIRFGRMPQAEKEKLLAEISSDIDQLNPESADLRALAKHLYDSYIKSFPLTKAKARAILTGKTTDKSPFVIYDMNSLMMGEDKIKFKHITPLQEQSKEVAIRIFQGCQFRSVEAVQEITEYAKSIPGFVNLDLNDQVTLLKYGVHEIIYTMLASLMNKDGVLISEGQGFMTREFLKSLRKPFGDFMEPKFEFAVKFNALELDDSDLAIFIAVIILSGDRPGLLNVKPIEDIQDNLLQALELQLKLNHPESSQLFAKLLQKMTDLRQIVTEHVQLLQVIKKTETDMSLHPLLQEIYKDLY
# bIAP act: bovine intestinal alkaline phosphatase activators, primary screen, biochemical, bovine IAP, CDP-star luminescence | alkaline phosphatase, intestinal [Bos taurus] | purified bovine IAP, 30 min; active compounds read high; fold of DMSO-control signal, blank-subtracted | activation factor at 20 µM | 0.17% of 200,000 active | AID 1016, 2008;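 active = activation factor of 2 or more at 20 µM, a signal rise over negative controls twice the positive control's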
# PPARg SRC2 recr: agonists of PPARg-SRC-2 recruitment, primary screen, biochemical, HTS | activation, % at 8 µM | 0.34% of 200,000 active | AID 1032, 2008 | PPARgamma LBD-SRC-2 recruitment | Peroxisome proliferator-activated receptor gamma (Homo sapiens), P37231; in the data active = activation above about 22%;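 note: 0% = vehicle and 100% = reference agonist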
# Lmaj promast: Leishmania major promastigote growth inhibition, primary screen; Leishmania major promastigotes, resazurin fluorescence viability; inhibition, % at 10 µM; 9% of 200,000 active; AID 1063, 2008; in the data active = inhibition above about 50%;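 note: promastigotes grown with compound for 44 hours at 28 °C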
# TLR4 MyD88 comp: inhibitors of TLR4-MyD88 association in cells, primary screen, cell-based, HeLa CL3-4, BLA complementation, FRET ratio; Toll-like receptor 4 (Homo sapiens) + Myeloid differentiation primary response protein …; HeLa CL3-4 TLR4/MyD88 BLA complementation; inhibition, % at 8.4 µM; 0.18% of 200,000 active; in the data active = inhibition above about 25%;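 note: 0% = vehicle and 100% = reference inhibitor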
# DTT redox prof: compounds producing H2O2 with reducing agent – biochemical, NIH compound library profiling, artefact control for MLSCN library redox annotation, primary screen. DTT-dependent redox cycling H2O2, phenol red/HRP absorbance; 100% = 100 µM peroxide control, 0% = buffer. activation, % at 10 µM. 0.03% of 200,000 active. AID 878, 2007;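 active = activation of at least 50% relative to the plate's high and low controls in the primary single-dose screen; inactive = activation below 50%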;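 note: compound incubated with DTT at 0.8 mM final as the reducing agent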
# S1P3 antagonist: S1P3 receptor antagonists, primary screen, cell-based; Sphingosine 1-phosphate receptor 3 (Homo sapiens), Q99500; CHO S1P3 NFAT-BLA reporter, FRET fluorescence, antagonist mode; inhibition, % at 4.98 µM; 0.27% of 170,000 active;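 active = inhibition above the plate cutoff, the mean inhibition of test wells on that plate plus 3 SD, cut at about 28% in these data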;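 note: cells challenged with S1P at its EC80 of 0.8 µM; blue over green emission ratio from cleaved BLA substrate after 4 h stimulation; 0% = S1P-stimulated wells and 100% = unstimulated DMSO-only wells; some compounds past the cut are filed as inactive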
# Target sequence (Q99500 whole entry, looked up): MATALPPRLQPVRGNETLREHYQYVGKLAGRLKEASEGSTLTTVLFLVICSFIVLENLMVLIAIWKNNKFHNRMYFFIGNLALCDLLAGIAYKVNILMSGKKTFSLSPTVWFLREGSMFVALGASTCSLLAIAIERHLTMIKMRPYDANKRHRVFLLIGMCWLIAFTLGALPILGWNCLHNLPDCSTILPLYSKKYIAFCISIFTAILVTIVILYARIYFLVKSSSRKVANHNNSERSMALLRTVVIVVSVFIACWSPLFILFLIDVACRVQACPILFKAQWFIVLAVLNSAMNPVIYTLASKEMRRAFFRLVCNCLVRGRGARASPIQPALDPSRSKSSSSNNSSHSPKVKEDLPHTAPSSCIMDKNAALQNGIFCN
# ROMK mod: ROMK potassium channel modulators, primary screen, cell-based, thallium flux, MLSMR library; 2% of 130,000 active; ATP-sensitive inward rectifier potassium channel 1 (Homo sapiens), P48048; B-score at 10 µM; Tet-inducible ROMK, thallium flux fluorescence; actives lie on both sides;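 active = signal ratio slope over the read window, or its plate-corrected B-score, at least 3 SD from the plate mean, either direction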;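 note: B-score of the F/F0 ratio slope over 7 to 12 s after thallium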
# PPARg SRC1 recr: PPARgamma agonists recruiting SRC-1 coactivator, primary screen, biochemical; Peroxisome proliferator-activated receptor gamma (Homo sapiens), P37231; PPARgamma-SRC-1 coactivator recruitment biochemical assay; activation, % at 8 µM; 0.41% of 200,000 active; in the data active = activation above about 19%;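 note: 0% = DMSO and 100% = reference agonist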
# TR-FRET SRC-2 ct: TR-FRET signal artefacts, primary screen, artefact control for PPARgamma SRC-2 agonist project, biochemical; TR-FRET artefact counter-screen; active compounds read high; TR-FRET ratio at 8 µM; 0.4% of 200,000 active; in the data active = TR-FRET ratio above about 2000; note: inactives centre near 1500
# Numbers without * were called inactive; . = no result given.
SMILES,bIAP inhibitor,PPARg SRC-3 ag,bIAP act,PPARg SRC2 recr,Lmaj promast,TLR4 MyD88 comp,DTT redox prof,S1P3 antagonist,ROMK mod,PPARg SRC1 recr,TR-FRET SRC-2 ct
CC1CCCN(c2nc3ccsc3c(=O)s2)C1 (stereo not drawn),20,5,0.8,11,6,2,-3.5,.,.,11,1717
CC1CCCN(C(=O)COC(=O)c2n[nH]c3ccccc23)C1 (stereo not drawn),-25,-13,1.3,-1,-1,1,-0.1,0,-0.57,10,1641
FCCCOc1ccc(CN2CCN(c3ccccc3F)CC2)cc1,10,5,0.9,-3,-10,-4,-0.7,-8,0.082,14,1701
Cc1ccc2oc(=O)n(CCCOc3ccccc3C)c2c1,11,9,0.9,5,0,-15,3.4,-4,-0.71,11,1679
Clc1cccc(CON/C=N/c2ncnc3sccc23)c1,18,-10,0.8,-10,1,-8,2.0,.,.,-4,1436
Cc1cc(C(F)F)n2ncc(C(=O)N3CCCCC3)c2n1,11,-2,0.9,12,-5,4,0.9,.,0.1,0,1558
COc1cc(OC)cc(C(=O)Nc2ccc(S(=O)(=O)N(C)C)cc2)c1,13,1,0.9,16,0,6,0.6,13,.,-8,1682
CC1CN(S(=O)(=O)c2ccc(C(=O)NCCCn3ccnc3)cc2)CC(C)O1 (stereo not drawn),24,3,0.8,-7,-4,8,-0.2,-5,-0.71,-6,1633
CCOC(=O)c1c(C)n(C)c2cc(-c3ccc(F)cc3)c(O)cc12,-1,6,1,-2,-4,2,0.5,9,.,-4,1577
Cc1csc(NC(=O)c2nc3nccc(C)n3n2)n1,-8,5,1.1,8,3,0,0.5,9,0.5,2,1498
Cc1c(NC(=O)C(C)OC(=O)c2cc(Cl)nc(Cl)c2)c(=O)n(-c2ccccc2)n1C (stereo not drawn),17,2,0.8,3,37,5,-0.4,-11,.,1,1380
O=C(CSc1nnc(COc2ccc(Br)cc2)o1)N1CCOCC1,-10,5,1.1,2,-6,-12,-1.1,-19,1.4,1,1450
CCOC(=O)c1ccccc1NC(=O)c1ccccc1SC,14,-3,0.9,15,6,4,0.9,-19,.,1,1548
COc1ccccc1NC(=O)N(c1c(N)n(Cc2ccccc2)c(=O)[nH]c1=O)C1CCCC1,-3,6,1,4,-4,4,-2.8,-32,.,3,1362
Cn1c(=O)c2cc(S(=O)(=O)N3CCN(c4cccc(C(F)(F)F)c4)CC3)ccc2n(C)c1=O,3,-2,1,0,-1,7,0.3,.,1.1,-1,1503
CCOC(=O)c1ccc2c(c1)N(CC#N)C(=O)C(C)(C)O2,-10,-1,1.1,8,1,-5,0.7,-10,0.24,18,1766
COc1ncnc(OC)c1NC(=O)c1ccc(F)cc1,5,3,1,6,-9,-2,1.6,-3,.,-2,1607
O=C(/C=C/c1ccc(OCc2c(F)cccc2Cl)cc1)N1CCOCC1,1,4,1,-12,36,-30,-0.6,-7,0.017,-11,1618
C=CCN1C(=O)C(Cc2ccc(OCC)cc2)S/C1=N\N=C\c1cccs1 (stereo not drawn),16,8,0.8,-1,1,-13,-0.2,.,.,4,1479
Cc1cc(C)c(C)c(S(=O)(=O)Nc2ccccc2C(=O)O)c1C,-7,-2,1.1,0,2,-6,0.5,-9,2.8,0,1588
Cc1c(Cl)c([N+](=O)[O-])nn1CCCC(=O)O,-34,6,1.3,10,-4,-2,-1.8,4,0.0026,4,1705
O=C(/C=C/c1ccc(Cl)cc1)NCCSc1ccccc1,7,-4,0.9,-4,-7,-1,2.6,.,0.16,6,1478
NC(=O)c1ccsc1NC(=O)c1ccco1,9,9,0.9,-3,1,1,0.1,6,.,-4,1426
O=C(COc1cccc2c1CCN(Cc1ccc(Br)cc1)C2=O)N1CCOCC1,-9,3,1.1,-4,-3,-17,0.2,-20,0.047,-3,1326
CCOC(=O)N1CCN(C(=O)COc2ccc3c(c2)C(=O)CC(C)(C)O3)CC1,0,-1,1,-4,4,-35,0.1,-25,-0.025,7,1471

# Gathered by group: the compounds so far with four or more nitrogen atoms.
SMILES,bIAP inhibitor,PPARg SRC-3 ag,bIAP act,PPARg SRC2 recr,Lmaj promast,TLR4 MyD88 comp,DTT redox prof,S1P3 antagonist,ROMK mod,PPARg SRC1 recr,TR-FRET SRC-2 ct
Clc1cccc(CON/C=N/c2ncnc3sccc23)c1,18,-10,0.8,-10,1,-8,2.0,.,.,-4,1436
Cc1cc(C(F)F)n2ncc(C(=O)N3CCCCC3)c2n1,11,-2,0.9,12,-5,4,0.9,.,0.1,0,1558
CC1CN(S(=O)(=O)c2ccc(C(=O)NCCCn3ccnc3)cc2)CC(C)O1 (stereo not drawn),24,3,0.8,-7,-4,8,-0.2,-5,-0.71,-6,1633
Cc1csc(NC(=O)c2nc3nccc(C)n3n2)n1,-8,5,1.1,8,3,0,0.5,9,0.5,2,1498
Cc1c(NC(=O)C(C)OC(=O)c2cc(Cl)nc(Cl)c2)c(=O)n(-c2ccccc2)n1C (stereo not drawn),17,2,0.8,3,37,5,-0.4,-11,.,1,1380
COc1ccccc1NC(=O)N(c1c(N)n(Cc2ccccc2)c(=O)[nH]c1=O)C1CCCC1,-3,6,1,4,-4,4,-2.8,-32,.,3,1362
Cn1c(=O)c2cc(S(=O)(=O)N3CCN(c4cccc(C(F)(F)F)c4)CC3)ccc2n(C)c1=O,3,-2,1,0,-1,7,0.3,.,1.1,-1,1503

# Following part.
SMILES,bIAP inhibitor,PPARg SRC-3 ag,bIAP act,PPARg SRC2 recr,Lmaj promast,TLR4 MyD88 comp,DTT redox prof,S1P3 antagonist,ROMK mod,PPARg SRC1 recr,TR-FRET SRC-2 ct
N#CC1=C(N)NC(SCc2ccc(Cl)cc2)=C(C#N)C12CCCCC2,.,-9,0.5,-2,99*,2,1.3,.,-0.85,7,1578
COCCCNC(=O)c1ccc(CS(=O)(=O)Cc2cccc(C)c2)o1,6,1,0.9,5,-3,2,-0.7,-13,.,0,1469
Cc1ccc(O)c(-n2nc3ccccc3n2)c1,-3,4,1,3,-16,9,-0.2,-11,0.87,8,1409
Fc1ccc(-c2cc(C(F)(F)F)n3ncnc3n2)cc1,0,3,1,0,1,-4,-1.2,-7,0.13,8,1712
COc1ccc(NC(=S)N(Cc2ccccn2)Cc2ccccc2Cl)cc1,11,1,0.9,1,37,9,-0.4,-1,0.12,4,1644
CN1CCN(NC(=O)c2ccc(Cl)c([N+](=O)[O-])c2)CC1,12,-2,0.9,-6,4,-4,1.0,.,.,-2,1357
NS(=O)(=O)c1ccc(CCNC(=O)CSc2nc3ccsc3c(=O)n2CCCCC(=O)O)cc1,3,0,1,2,-7,-9,-0.8,-15,0.22,2,1544
COc1ccc(CCNC(=O)/C(C#N)=C/c2cccc(OCc3ccccc3)c2)cc1OC,3,-1,1,-3,100*,0,0.9,1,-2.2,4,1463
CN1CCC(Oc2ccccc2Sc2ccccc2)CC1,-4,2,1,2,100*,6,0.0,2,0.63,-2,1633
Cc1ccc(S(=O)(=O)N2CCCC2)cc1S(=O)(=O)N1CCCC1,2,-5,1,3,-3,-12,2.2,-14,.,0,1540
CC(=O)NC1CC2CCCC(C1)N2CC(=O)N1CCCc2ccccc21 (stereo not drawn),-24,-2,1.2,6,-1,4,-0.5,-10,.,3,1450
COc1cc(NC(=O)CCCn2c(=S)[nH]c3ccccc3c2=O)cc(OC)c1OC,8,1,0.9,4,-10,-1,-0.2,3,-0.14,2,1602
CCOc1ccccc1NC(=O)Cn1c(=O)c2ccccc2n(CC)c1=O,34,-2,0.7,3,-1,-7,-3.6,.,.,4,1465
COC(=O)Nc1ccc(SCC(=O)c2ccc(Cl)cc2)cc1,1,3,1,8,-1,-4,-1.9,9,0.69,1,1490
CCC1=NN(C(=O)COc2ccccc2C)C(O)(c2ccncc2)C1 (stereo not drawn),-9,2,1.1,1,-3,12,-0.1,17,-0.11,-8,1371
O=C(c1ccc([N+](=O)[O-])s1)N1CCN(c2ccccc2)CC1,30,5,0.7,-4,50,-10,0.2,3,.,-2,1767
CC(=O)Nc1nc2ccccc2n1Cc1ccc(C)cc1,2,2,1,6,89*,-2,1.2,5,-0.12,2,1672
Cc1cc(C)c(NC(=O)CN(C2CCCCC2)C2CCCCC2)c(C)c1,11,-2,0.9,6,96*,11,0.7,.,-0.76,4,1401
COC(=O)c1ccc(C)c(-n2c(C)cc(C=O)c2C)c1,-22,3,1.2,6,-2,-4,-0.2,-10,0.97,4,1596
Cc1[nH]n(-c2ccccc2)c(=O)c1C(c1ccccc1C(=O)O)c1c(C)[nH]n(-c2ccccc2)c1=O,3,0,1,0,-5,13,-0.1,-28,1.5,3,1445
Cc1cc(F)ccc1NCc1cc2c(cc1[N+](=O)[O-])OCO2,26,13,0.7,7,13,-9,-7.7,.,.,4,1505
Cc1nc(N2CCOCC2)c(C#N)c2c1COC(C)(C)C2,2,10,1,-1,-3,1,0.4,.,-1.1,-2,1563
Brc1cccc(-c2nnc(-c3ccccc3)o2)c1,5,5,1,-5,1,6,1.0,20,-0.78,1,1483
COC(c1ccccc1)c1nnc(CCC(=O)NCCCc2ccccc2)o1 (stereo not drawn),-2,-4,1,-3,-4,0,-0.2,-1,-0.016,-1,1459
CN1CCC(OC(=O)COc2ccc(Br)cc2)CC1,0,-3,1,5,-5,14,-0.9,-23,0.0023,0,1321
CCn1c(C)nc2cc(S(=O)(=O)N3CCCCC3)ccc21,-7,1,1.1,2,-8,6,0.0,-8,-0.71,-2,1500
CNC(=S)N(Cc1ccc(OC)cc1)C1CC(=O)N(c2ccc(C(=O)OC)cc2)C1=O (stereo not drawn),2,6,1,10,-2,3,0.1,-16,.,-3,1627
Cc1ccc(-c2cc(C(=O)NCc3cnn(C)c3)c3cc(Br)ccc3n2)cc1,14,7,0.9,4,33,10,0.0,11,.,6,1661
CCOc1ccc(NCC(=O)Nc2ccc(Cl)cc2C)cc1,5,1,0.9,2,30,-1,1.6,.,0.034,2,1377
CC(c1ccc(Br)cc1)N1CC23C=CC(O2)C(C(=O)O)C3C1=O (stereo not drawn),-7,7,1.1,5,-5,-14,-0.2,-9,.,0,1564

# Screens deposited in PubChem by several laboratories.
